Screens: PubChem BioAssay, National Center for Advancing Translational Sciences (NCATS)
aSyn tox rescue – qHTS of alpha-syn Inhibitors: NCGC Sytravon Library Screen; S. cerevisiae alpha-synuclein toxicity rescue, BacTiter-Glo growth, 24 h; AID 1347070, 2019; 94,000 tested, 0.02% active; Potency, µM (doses to about 46.1 µM), inactives show top-dose growth rescue (activation), usual class: activators; active = well fitted activation curve with a large enough effect; also: 0% is about no effect
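Growth restoration measured by BacTiter-Glo luminescence after 24 hr at 30 deg C; alpha-synuclein yeast, raffinose-pregrown to mid-log, were added at OD600=0.02 in galactose medium onto pinned compounds.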
* hit, by the source's call; & = joins results of further samples; [ ] = remark or other dose. Potency is read from the fitted curve at half-maximal effect. A portion of the library. The share of hits here may be higher or lower than overall.

Structure,aSyn tox rescue
COc1ccc(NC(=O)CSc2ncc3c(n2)-c2ccccc2N(Cc2ccc(C)cc2)S3(=O)=O)cc1Cl,-11%
COc1ccccc1C(CNC(=O)c1ccc(-c2ccccc2Cl)o1)N1CCCC1 (stereo unspecified),2%
Cc1cc(C)n(S(=O)(=O)c2ccccc2)n1,-9%
O=C(CSc1ccc(Br)cc1)N1CCN(C(=O)c2ccco2)CC1,-1%
O=C(NCc1ccc2c(c1)OCO2)C1CCCN(S(=O)(=O)c2cccnc2)C1 (stereo unspecified),12%
Cc1ccc(N2CCN(C(=O)c3cn(C)c4ccc(S(=O)(=O)N5CCC(C)CC5)cc4c3=O)CC2C)cc1 (stereo unspecified),-5%
CCOc1ccc(NC(=O)CN(C)C(=O)c2ccc3nc(CC)c(CC)nc3c2)cc1OCC,2%
CC(=O)Nc1ccc(NS(=O)(=O)c2ccc(C)cc2)c([N+](=O)[O-])c1,-4%
O=C(Nc1ccc(Cl)c([N+](=O)[O-])c1)ONC1=NCCCCC1,-6%
O=C(Nc1ccccc1Br)C(Cc1ccccc1)NS(=O)(=O)c1cccc2nsnc12 (stereo unspecified),8%
COC(=O)c1ccccc1NC(=O)N(Cc1ccc(C)cc1)Cc1cccn1-c1nnc(N2CCCC2=O)s1,-6%
Cc1oc2ncn(CC(C)C)c(=O)c2c1C(=O)NCCCN(C)Cc1ccccc1,-2%

The list goes on (4 carried over from the part before).
Structure,aSyn tox rescue
O=C(Nc1ccc(Cl)c([N+](=O)[O-])c1)ONC1=NCCCCC1,-6%
O=C(Nc1ccccc1Br)C(Cc1ccccc1)NS(=O)(=O)c1cccc2nsnc12 (stereo unspecified),8%
COC(=O)c1ccccc1NC(=O)N(Cc1ccc(C)cc1)Cc1cccn1-c1nnc(N2CCCC2=O)s1,-6%
Cc1oc2ncn(CC(C)C)c(=O)c2c1C(=O)NCCCN(C)Cc1ccccc1,-2%
O=c1cc(-c2ccccc2)n2c(SCc3ccc(Cl)cc3)nnc2[nH]1,3%
CN1C(=O)C2(c3ccccc31)N(c1ccccc1)C(=O)CS2(=O)=O (stereo unspecified),2%
CCN(CC)c1nc2ccccc2nc1C(=O)Nc1ccc(C(C)=O)cc1,2%
O=S1(=O)CCN(C2CCCCCC2)CC1,-7%
CSc1ccc(CCNC(=O)Cn2c(C)c3cnn(-c4ccccc4)c(=O)c3c2C)cc1,-5%
CN(C)S(=O)(=O)c1ccc(N2CCCC2)c(C(=O)N2CCN(c3ccc([N+](=O)[O-])cc3)CC2)c1,4%
O=C(NCc1ccc(F)cc1)C1CCN(C(=O)c2ccc(-n3ccc4ccccc43)s2)CC1,5%
CN(CC(=O)Nc1ccccc1C(F)(F)F)C(=O)c1cc2c(s1)CCCCC2,-1%
Cc1ccc(C)c(N2CCN(C(c3ccccc3)c3nnc(-c4ccccc4F)o3)CC2)c1 (stereo unspecified),8%
COc1ccccc1NC(=O)C1=C(C)Nc2nc(SCc3ccccc3Cl)nn2C1c1ccccn1 (stereo unspecified),-6%
Cn1nnc2c[n+](CC(=O)c3ccc(Cl)cc3)cc(Br)c21,3%
O=C(O)CN1CCCCC1,-21%
N#CCc1ccc(Oc2ccc([N+](=O)[O-])cn2)cc1,1%
Cc1cc(OCC(=O)NCC2(N(C)C)CCCCC2)cc(C)c1Cl,-4%
Cc1cc(C(=O)N/N=C/c2sccc2C)no1,-5%
CCCN(CCC)CCNC(=O)c1cc2c(-c3ccccc3F)nn(C)c2s1,-47%&14%[inhibitor]
Cn1cc(S(=O)(=O)c2cccc(Cl)c2)c(=O)c2cc(F)c(N3CCN(c4ccccc4)CC3)cc21,3%
Cc1ccc(S(=O)(=O)N2CC=C(c3c(C)n(CC(=O)N4CCCC4)c4ccccc34)CC2)cc1C,2%
N#C/C(=C(/O)COc1ccc(Cl)cc1)c1nc2ccccc2s1,11%
COC(=O)c1ccc(CN2CCN(C3CCCCC3)C(CCO)C2)cc1 (stereo unspecified),4%
O=C(/C=C/c1cccnc1)c1ccc(F)c(F)c1,11%
COc1ccc(S(=O)(=O)N2CCC(C(=O)NCc3ccco3)CC2)cc1C,3%
O=C(Cn1ncc2c3ccccc3n(Cc3cccc(Cl)c3)c2c1=O)NCCC1=CCCCC1,1%
CNS(=O)(=O)c1cc(NC(=O)CCCNC(=O)c2ccc(Cl)cc2)ccc1C,-7%
C=CCn1c(SCC(=O)NC2CCCC2)nc2ccccc21,1%
CCC(C(=O)NCCc1cc(OC)ccc1OC)n1nc(C)c2c(C)n(-c3ccccc3)nc2c1=O (stereo unspecified),3%
CCn1c(=O)cc(OCC(=O)N(C)c2cc(Cl)ccc2C)c2ccccc21,4%
COc1ccc(CCNC(=O)c2ccc3c(c2)N(Cc2ccc(F)cc2)CCS3)cc1OC,7%
COc1cccc(-n2c(-c3ccco3)nc3c(cnn3-c3ccccc3C)c2=O)c1,-10%
CC(C)c1ccc(Nc2cc(C(=O)NCCc3ccccc3)c3ccccc3n2)cc1,5%
CCOC(=O)c1c(C)oc2nc(C)nc(N3CCN(c4ccc(C(C)=O)cc4)CC3)c12,-5%
Cc1ccn2c(=O)cc(COc3ccc(NC(=O)c4ccccc4F)cc3)nc2c1,0%
COc1ccc(S(=O)(=O)N(CC(=O)N2CCc3ccccc3C2)c2ccc(C)cc2)cc1,11%
O=C(CCCn1c(=O)[nH]c2ccsc2c1=O)N1CCN(c2cccc(C(F)(F)F)c2)CC1,1%
CCN1CCN(CCCNC(=O)c2ccc3c(c2)sc2nc(-c4ccc(C)cc4)cn23)CC1,-2%
Cc1ccc(C)c(NC(=O)C(=O)NCCc2csc(-c3ccc(C(F)(F)F)cc3)n2)c1,2%
Cc1ccc2c(c1)N(C(=O)CCC(=O)NCc1ccccn1)CC(C)O2 (stereo unspecified),0%
O=C(Nc1ccc(NC(=S)NC(=O)c2ccco2)cc1)c1ccc(Br)cc1,-8%
COc1cccc(CNc2nccn(-c3cc(C)cc(C)c3)c2=O)c1,10%
COc1ccc(-c2nc3c4ccccc4n(CC(=O)N4CCN(c5ccccc5F)CC4)c(=O)n3n2)cc1,-12%
CSc1ccccc1NC(=O)CN(C)Cc1c(O)ccc2ccccc12,-7%
CCN(CC)C(=O)C1=C(C)N(CCCOC)C(=O)C(CC(=O)NC(c2ccccc2)c2ccccc2)C1 (stereo unspecified),2%
CN(C)/C=C1/NC(=S)NC1=O,-16%
N#Cc1c(C(F)(F)F)cc(-c2ccc(F)cc2)nc1SCC(=O)O,-15%
Cc1cn2c(=O)cc(COC(=O)c3ccc(NC(=O)c4ccc(C(C)(C)C)cc4)cc3)nc2s1,2%
COc1ccc2c(/C=N/Nc3ccc(C(=O)O)cc3)c[nH]c2c1,12%
CC(=O)c1ccc(NC(=O)C(C)N(C)CC(=O)Nc2ccc(N3CCOCC3)cc2)cc1 (stereo unspecified),7%
COc1ccc(C(=O)NCC(c2ccco2)N2CCc3ccccc32)cc1 (stereo unspecified),-4%

Reformatted with each value named: part of the list above
CSc1ccccc1NC(=O)CN(C)Cc1c(O)ccc2ccccc12
  aSyn tox rescue: -7%

CCN(CC)C(=O)C1=C(C)N(CCCOC)C(=O)C(CC(=O)NC(c2ccccc2)c2ccccc2)C1 (stereo unspecified)
  aSyn tox rescue: 2%

CN(C)/C=C1/NC(=S)NC1=O
  aSyn tox rescue: -16%

N#Cc1c(C(F)(F)F)cc(-c2ccc(F)cc2)nc1SCC(=O)O
  aSyn tox rescue: -15%

Some values from the results shown:
In aSyn tox rescue, CCN(CC)C(=O)C1=C(C)N(CCCOC)C(=O)C(CC(=O)NC(c2ccccc2)c2ccccc2)C1 (stereo unspecified) has the entry 2%
In aSyn tox rescue, Cc1cn2c(=O)cc(COC(=O)c3ccc(NC(=O)c4ccc(C(C)(C)C)cc4)cc3)nc2s1 has the entry 2%
In aSyn tox rescue, COc1ccc(C(=O)NCC(c2ccco2)N2CCc3ccccc32)cc1 (stereo unspecified) has the entry -4%

(listing goes on)
Structure,aSyn tox rescue
CCOC(=O)CSC1=N/C(=C\c2cc(OC)c(OC)c(OC)c2)C(=O)N1C,1%
C[C@@H]1CN([C@H](C)CO)C(=O)CCCn2nncc2CO[C@H]1CN(C)S(=O)(=O)c1cccs1,-2%
CCN(CC(=O)Nc1cc(Cl)ccc1C)C(=O)Cc1sc(C)nc1-c1ccc(F)cc1,-46%[inhibitor]
COc1ccc(NC(=O)N(C)C[C@@H]2Oc3cc(C#CCN(C)C)ccc3S(=O)(=O)N([C@H](C)CO)C[C@H]2C)cc1,-8%
CCOc1cc(CNc2ccc(O)cc2)cc(Br)c1OCc1ccccc1,6%
COc1ccc(NC(=O)c2ccco2)cc1NC(=O)c1ccc(OC(C)C)cc1,-6%
Cn1cccc1Cc1nnc(SCC(=O)NC2CCCCC2)n1CCc1ccccc1,-38%[inhibitor]
COc1cc(OC)c(NC(=O)c2cc(S(=O)(=O)N3CCCC3)cn2C)cc1Cl,-2%
CCc1ccc(S(=O)(=O)N(C(C)=O)c2ccc3oc4c(c3c2)CCCC4)cc1,-12%
Cc1nc2ccc(NS(=O)(=O)c3ccc(F)cc3)cc2s1,3%
CCOc1ccccc1CNC(=O)CCn1cccn1,-2%
COc1cc(/C=N/NC(=O)c2nc3ccccn3c2C)cc(OC)c1O,-20%
COCCCN1C(=O)C2C(C(=O)Nc3cc(C)cc(C)c3)C3C=CC2(O3)C1C(=O)NC1CCCCC1 (stereo unspecified),-9%
Cn1c(=O)n(C)c2cc(NS(=O)(=O)c3ccc(F)cc3)ccc21,4%
Cc1c(S(=O)(=O)N2CCN(c3ccccc3)CC2)c(=O)n(C)c(=O)n1C,-4%
Cc1ccc(/C=N/NC(=O)c2ccc3c(c2)OCCO3)s1,3%
CCOc1ccc2sc(NS(=O)(=O)c3ccc(N)cc3)nc2c1,-2%
CC(OC(=O)c1cccc(S(=O)(=O)N2CCCC2)c1)C(=O)NC1CCCCC1C (stereo unspecified),-3%
COc1cc2ccccc2cc1C(=O)Nc1cccc(-c2nc3cc(C)c(C)cc3o2)c1,-1%
Cc1ccc(C(=O)NCC(=O)OCc2cc(=O)n3ccsc3n2)cc1,8%
CCCC(=O)NC(c1cccc([N+](=O)[O-])c1)c1ccc2cccnc2c1O (stereo unspecified),8%
COc1ccc(NC(=O)CCNC(=O)c2ccco2)cc1OC,-4%
CC1CN(C(=O)COC(=O)c2cncc(Br)c2)CC(C)O1 (stereo unspecified),1%
COc1ccc([N+](=O)[O-])cc1NCC(=O)c1ccc(C)cc1,-1%
COc1ccc(N2C(=O)CS(=O)(=O)C23C(=O)N(Cc2c(F)cccc2Cl)c2ccccc23)cc1 (stereo unspecified),1%
O=C(Nc1ccc2oc(-c3ccccc3)nc2c1)c1ccc2ccccc2c1,2%
CCCCOC(=O)c1ccc(NC(=O)c2sc3nc(C)cc(C)c3c2N)cc1,-6%
Oc1ccccc1-c1nc2ccc(Cl)cn2c1Nc1ccc2c(c1)OCCO2,-7%
CCc1nc2ccc(C(=O)NCc3cc(OC)ccc3OC)cc2nc1CC,-9%
CC(C)C(=O)N(Cc1ccccc1)S(=O)(=O)c1ccc2c(c1)oc(=O)n2C,3%
O=C(Cn1ccn(-c2cccc(Cl)c2)c(=O)c1=O)NCCc1ccccc1,6%
CCCCOc1ccc(C(=O)NCCc2csc(-c3cccc(F)c3)n2)cc1,-18%
O=[N+]([O-])c1ccccc1S(=O)(=O)NCc1ccc(F)cc1,2%
O=C(O)c1ccc(Cl)c(S(=O)(=O)Nc2ccccc2N2CCOCC2)c1,-4%
CCCCCn1c(SCC(=O)OC)nc2c1c(=O)[nH]c(=O)n2C,-2%
Cc1c(Br)c([N+](=O)[O-])nn1CC(=O)Nc1ccccn1,-4%
COCCN(C(=S)Nc1ccc(C)cc1)C(C)c1cccnc1 (stereo unspecified),5%
O=C(CCN1CCN(c2ccccc2)CC1)NNC(=O)Cc1ccc(Br)cc1,2%
Cc1nn2c(=O)cc(CN(C)c3ccccc3)nc2s1,-1%
CCCC(=O)N/C(N)=N/c1nc(C)c2ccccc2n1,10%
CCc1ccc(NC(=O)C2(C)Cc3ccccc3C(=O)O2)cc1 (stereo unspecified),12%
Cc1cc(C(=O)COC(=O)c2ccc[nH]c2=O)c(C)n1C1CC1,16%
CCc1ccc(N2CC(C(=O)Nc3ccc(S(=O)(=O)Nc4nccs4)cc3)CC2=O)cc1 (stereo unspecified),-2%
CCOc1ccc(-n2ccn3c(CC(C)CC(=O)O)nnc3c2=O)cc1 (stereo unspecified),-3%
O=C(Cn1c(=O)c(C(F)(F)F)nc2ccccc21)Nc1cccc(Br)c1,-2%
COc1ccccc1NC1=C(Cl)C(=O)OC1OC(=O)c1ccco1 (stereo unspecified),3%
CNC(=O)CN(c1ccc(C23CC4CC(CC(C4)C2)C3)cc1)S(C)(=O)=O,-2%
CC(=O)Nc1ccc(-c2cc(C(=O)O)c3c(-c4ccccc4)[nH]nc3n2)cc1,2%
Cc1cccc(-c2nc(SCc3ccc(Br)cc3)n3[nH]c(=O)cc3n2)c1,-12%
C=CCOc1ccc(C2c3c(oc4ccc(C)cc4c3=O)C(=O)N2CCCN2CCOCC2)cc1 (stereo unspecified),-1%
O=C(Nc1ccccn1)Nc1ccccc1[N+](=O)[O-],-1%
